Screening results from PubChem.
esBAF inh: Bmi1 luciferase reporter increase in mESCs, primary screen, esBAF inhibitor project, mouse ES cells, Bmi1 luciferase knock-in, single point; reporter increase, % at 12.5 µM; 24 h; 100% = twice the neutral-well signal; AID 602393, 2012; 350,000 compounds, 2% hits; in the data active = activation above about 40%;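 note: 0% = median of the plate's neutral control wells and 100% = double that signal; a rise in the Bmi1 reporter signal indicates esBAF inhibition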
RAD52 inh: RAD52 DNA annealing inhibitors, primary screen, biochemical, FRET, single point, set 2 | DNA repair protein RAD52 homolog (Homo sapiens), P43351 | recombinant RAD52 DNA annealing, FRET fluorescence | inhibition, % at 18.7 µM | 360,000 compounds, 0.46% hits | AID 651710, 2012;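 active = every replicate showing at least 50% inhibition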
Target sequence (P43351 whole entry, looked up): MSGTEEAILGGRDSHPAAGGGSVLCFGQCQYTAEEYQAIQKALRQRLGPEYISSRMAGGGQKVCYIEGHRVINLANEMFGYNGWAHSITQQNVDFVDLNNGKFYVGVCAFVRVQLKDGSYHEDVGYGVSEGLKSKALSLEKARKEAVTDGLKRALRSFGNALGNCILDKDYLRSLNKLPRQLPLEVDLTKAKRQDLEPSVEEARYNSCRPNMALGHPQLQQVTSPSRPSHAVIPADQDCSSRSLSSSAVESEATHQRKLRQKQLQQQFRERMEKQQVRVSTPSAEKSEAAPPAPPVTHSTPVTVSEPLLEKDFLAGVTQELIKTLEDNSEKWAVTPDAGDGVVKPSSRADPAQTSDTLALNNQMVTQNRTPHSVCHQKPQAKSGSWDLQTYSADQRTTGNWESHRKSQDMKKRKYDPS
PglD DTNB: C. jejuni PglD acetyltransferase inhibitors, primary screen, biochemical, DTNB colorimetric, single point; 360,000 compounds, 0.098% hits; AID 602405, 2012; purified PglD enzyme, DTNB colorimetric CoA detection; inhibition, % at 12.5 µM; UDP-N-acetylbacillosamine N-acetyltransferase PglD (Campylobacter jejuni); in the data active = inhibition above about 16%, passing the limit was not always enough; note: strong numbers were not always called active
CASP6 VEID inh: human caspase-6 inhibitors, primary screen, biochemical, VEID-R110 fluorescence, single point, set 2; P55212; purified caspase-6, Z-VEID-R110 cleavage fluorescence; inhibition, % at 12.5 µM; 350,000 compounds, 0.53% hits; AID 686996, 2013;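 active = mean inhibition across replicates at least about 35%, with every replicate also reaching that limit, limit read from the data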;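 note: 0% = median of neutral control wells and 100% = no fluorescence left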
Target sequence (P55212 24-179 limits assumed): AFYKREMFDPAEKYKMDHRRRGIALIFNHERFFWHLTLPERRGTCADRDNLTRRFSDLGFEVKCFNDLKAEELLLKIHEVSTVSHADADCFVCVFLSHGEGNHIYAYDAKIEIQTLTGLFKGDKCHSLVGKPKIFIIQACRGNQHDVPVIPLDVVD
Target sequence (P55212 194-293 limits assumed): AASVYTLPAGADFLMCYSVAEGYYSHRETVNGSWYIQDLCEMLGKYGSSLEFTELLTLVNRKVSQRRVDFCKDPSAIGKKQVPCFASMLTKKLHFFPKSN
RAD54 inh: inhibitors of human RAD54 branch migration, primary screen, biochemical, fluorescence, single point | RAD54 Holliday junction branch migration, FAM/BHQ fluorescence | inhibition, % at 10.4 µM | AID 602329, 2012 | 360,000 compounds, 0.14% hits | DNA repair and recombination protein RAD54-like (Homo sapiens), Q92698;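 active = mean normalized replicate activity at least 40 and at least half of replicates scoring 40 or more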;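 note: 0% = median of neutral control wells and 100% = median of positive control wells; inhibitors cause a drop in the FAM fluorescence signal; in these data hits start at about 50%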
ERp5 inh: inhibitors of ERp5-driven insulin aggregation, primary screen, biochemical, turbidity, absorbance 650 nm, single point | AID 651711, 2012 | 90 min | 350,000 compounds, 0.05% hits | inhibition, % at 9.99 µM;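 active = mean replicate inhibition above about 25%, with every replicate also reaching it, limit read from the data, passing the limit was not always enough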
ARNT-TACC3 inh: disruptors of ARNT/TACC3 protein interaction, primary screen, biochemical, AlphaScreen, single concentration | AlphaScreen His-ARNT PAS-B/GST-TACC3 binding, luminescence; TACC3 fragment carries E629A point mutation | inhibition, % at 9.99 µM | 390,000 compounds, 0.66% hits | AID 623870, 2012;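 active = mean inhibition of replicates at least 50% and at least half of replicates each reaching 50%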;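 note: 0% = complete ARNT plus TACC3 wells and 100% = ARNT alone without TACC3; many hits fall short of the cut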
E-selectin induc: E-selectin induction in HUVECs, primary screen, imaging, HUVEC, immunofluorescence imaging, single point | P16581 | normalized: neutral wells 0, TNF-alpha wells 100 | activation, % at 7.58 µM | 260,000 compounds, 0.37% hits;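 active = mean E-selectin-positive cell signal at least 10% of the positive control, reached in at least 60% of replicates, without over 20% cell loss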;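 note: in these data hits start at about 27%; measured in HUVEC primary endothelial cells; signal is the percent of cells scored E-selectin positive by PE staining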
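material = human umbilical vein endothelial cells (HUVEC), E-selectin induction | quantity = 3,000 cells/well | medium = EGM-2 growth medium on 0.1% gelatin-coated wells | technique = immunofluorescence imaging | read-out basis = % PE-positive cells | control set = TNF-alpha positive control, DMSO neutral control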
The depositor's hits bear a star; nt = no result given.

Order of results: esBAF inh, RAD52 inh, PglD DTNB, CASP6 VEID inh, RAD54 inh, ERp5 inh, ARNT-TACC3 inh, E-selectin induc
1. CCCCn1c(SCC(=O)NC2CCS(=O)(=O)C2)nc2cc(S(N)(=O)=O)ccc21 (centres undefined)
    nt, -8, nt, 0, nt, 4, -3, -0.1
2. C[C@@H]1CN([C@@H](C)CO)C(=O)c2cc(-c3ccc(F)cc3)cnc2O[C@@H]1CN(C)C(=O)Nc1ccccc1F
    0, 0, -3, 1, 10, -3, 10, -0.4
3. CCCCOC(=O)c1ccc(O)cc1
    -12, -3, -1, 1, 13, -4, -4, -0.2
4. O=C(Cc1cccc(NC(=O)C2CCCN(C(=O)C3CCCCC3)C2)c1)Nc1ccc(C(=O)N2CCOCC2)cc1 (centres undefined)
    -2, -5, -1, 14, 13, 0, 3, -0.2
5. C/C(=N\NC(=O)c1sccc1-n1cccc1)c1cccs1
    nt, -22, nt, nt, nt, -2, 0, -3.3
6. C[C@H](CO)N1C[C@H](C)[C@H](CN(C)C(=O)Nc2cccc3ccccc23)Oc2ccc(NS(=O)(=O)c3ccc(Cl)cc3)cc2C1=O
    7, 4, 1, 2, -4, 6, 17, -0.1
7. COc1ccc(OC)c(-n2c(-c3ccccc3)n[nH]c2=S)c1
    -4, nt, -4, nt, -1, nt, -24, nt
8. CCOC(=O)C1CCCN(C(=O)c2ccc(SC(F)(F)F)cc2)CC1 (centres undefined)
    1, -3, -1, -3, -8, -1, nt, 0.2
9. COc1cc(NC(=O)c2ccc(NS(=O)(=O)c3c(C)noc3C)cc2)cc(OC)c1
    -6, nt, 6, nt, -3, nt, -3, nt
10. N#Cc1ccc(NC(=O)C2CC(c3ccc(F)cc3)=NO2)cc1 (centres undefined)
    0, nt, 2, nt, 1, nt, -14, nt
11. O=C(NC1CCN(C(=O)N2CCOCC2)CC1)c1ccccc1
    -5, nt, -4, nt, -9, nt, -1, nt
12. COc1ccccc1N1CCSC1C(N)=O (centres undefined)
    8, nt, -6, nt, 8, nt, -2, nt
13. Cc1ccc(S(=O)(=O)N(C)CC(=O)Nc2ncccc2C)cc1
    -2, -1, 2, 0, -4, 14, nt, 5.3
14. N#Cc1ccc(OCc2cccc(S(=O)(=O)N3CCOCC3)c2)cc1
    1, -8, -3, 3, -5, 7, -1, 0.8
15. COc1ccc(-c2coc3c(C(=O)NCc4ccco4)cccc23)c(C)c1
    0, -13, -6, 0, -2, 4, nt, -0.3

Part of the list above in order of length of the SMILES, lowest first.
Order of results: esBAF inh, RAD52 inh, PglD DTNB, CASP6 VEID inh, RAD54 inh, ERp5 inh, ARNT-TACC3 inh, E-selectin induc
3. CCCCOC(=O)c1ccc(O)cc1
    -12, -3, -1, 1, 13, -4, -4, -0.2
12. COc1ccccc1N1CCSC1C(N)=O (centres undefined)
    8, nt, -6, nt, 8, nt, -2, nt
5. C/C(=N\NC(=O)c1sccc1-n1cccc1)c1cccs1
    nt, -22, nt, nt, nt, -2, 0, -3.3
11. O=C(NC1CCN(C(=O)N2CCOCC2)CC1)c1ccccc1
    -5, nt, -4, nt, -9, nt, -1, nt
7. COc1ccc(OC)c(-n2c(-c3ccccc3)n[nH]c2=S)c1
    -4, nt, -4, nt, -1, nt, -24, nt
14. N#Cc1ccc(OCc2cccc(S(=O)(=O)N3CCOCC3)c2)cc1
    1, -8, -3, 3, -5, 7, -1, 0.8
8. CCOC(=O)C1CCCN(C(=O)c2ccc(SC(F)(F)F)cc2)CC1 (centres undefined)
    1, -3, -1, -3, -8, -1, nt, 0.2
9. COc1cc(NC(=O)c2ccc(NS(=O)(=O)c3c(C)noc3C)cc2)cc(OC)c1
    -6, nt, 6, nt, -3, nt, -3, nt
1. CCCCn1c(SCC(=O)NC2CCS(=O)(=O)C2)nc2cc(S(N)(=O)=O)ccc21 (centres undefined)
    nt, -8, nt, 0, nt, 4, -3, -0.1
4. O=C(Cc1cccc(NC(=O)C2CCCN(C(=O)C3CCCCC3)C2)c1)Nc1ccc(C(=O)N2CCOCC2)cc1 (centres undefined)
    -2, -5, -1, 14, 13, 0, 3, -0.2
2. C[C@@H]1CN([C@@H](C)CO)C(=O)c2cc(-c3ccc(F)cc3)cnc2O[C@@H]1CN(C)C(=O)Nc1ccccc1F
    0, 0, -3, 1, 10, -3, 10, -0.4
6. C[C@H](CO)N1C[C@H](C)[C@H](CN(C)C(=O)Nc2cccc3ccccc23)Oc2ccc(NS(=O)(=O)c3ccc(Cl)cc3)cc2C1=O
    7, 4, 1, 2, -4, 6, 17, -0.1

Carrying on.
Order of results: esBAF inh, RAD52 inh, PglD DTNB, CASP6 VEID inh, RAD54 inh, ERp5 inh, ARNT-TACC3 inh, E-selectin induc
16. Cc1onc(-c2c(Cl)cccc2Cl)c1C(=O)c1c[nH]c(C(=O)NCC2CCCO2)c1 (centres undefined)
    -7, -12, -5, 8, 5, -2, -9, 0.4
17. C=CCN(c1ccccc1)S(=O)(=O)c1cccc(C(=O)NCc2ccncc2)c1
    1, -6, nt, -3, nt, 4, 2, 0.4
18. CC(C)c1ccccc1NC(=O)Nc1ccc2c(c1)OCO2
    9, 5, -1, 1, 10, -1, 0, -0.7
19. CC(C)C(=O)N1CCN(c2ccccc2N)CC1
    -2, -4, 4, -3, -7, -4, 1, 0.8
20. CCN1C(=O)C(CC(=O)Nc2cccc(C(C)=O)c2)S/C1=N\c1ccccn1 (centres undefined)
    nt, -5, nt, 1, nt, -2, 7, 5.0
21. COc1cccc(C2Nc3ccc4ccccc4c3C3=C2C(=O)CC(C)(C)C3)c1OCC(=O)O (centres undefined)
    0, -14, 0, 0, -6, -1, 1, nt
22. COc1ccc2c3c([nH]c2c1)[C@@H](CO)N(C(=O)C1CCC1)CC31CN(C)C1
    nt, 1, nt, 1, nt, -2, nt, -0.1
23. CC1SC(C)C(=O)N(CC(=O)NCc2ccc(F)cc2)C1=O (centres undefined)
    7, -14, 1, -3, 4, 0, nt, nt
24. Cn1cc(CN2CCC[C@H]2CO)c(-c2cccc(Cl)c2)n1
    1, -31, 9, -3, 3, 0, 0, 6.9
25. Cc1c(NC(C)c2cc(Cl)ccc2O)c(=O)n(-c2ccccc2)n1C (centres undefined)
    -1, nt, 0, nt, 9, nt, -2, nt
26. CCCCN1c2ccccc2N(CCCO)c2cc(C)nnc21
    20, nt, -5, nt, -5, nt, 2, nt
27. O=C(NCc1ccccc1CN1CCCC1)C1CCN(C(=O)c2ccc(F)cc2)CC1
    14, -8, -10, -25, -4, 2, 2, nt
28. O=C(C[C@@H]1C=C[C@@H](NS(=O)(=O)c2ccccc2)[C@H](CO)O1)N1CCc2ccccc2C1
    -3, -8, -2, -3, -3, -1, 3, -0.1
29. CCOC(=O)c1c(C)[nH]c(C)c1S(=O)(=O)NCC(=O)Nc1ccccn1
    0, -5, 4, -3, -3, -3, -12, nt
30. COC(=O)c1c(NS(=O)(=O)c2cccs2)sc2c1CCCC2
    0, nt, -1, nt, -2, nt, 9, nt
31. CCOc1ccc(NC(=O)CN(C)C(=O)c2cc(S(=O)(=O)N3CCCCC3)ccc2C)cc1OCC
    1, -4, 3, 4, -3, 3, -3, 0.1
32. C[C@@H]1CN([C@@H](C)CO)C(=O)c2cc(C3=CCCC3)cnc2O[C@H]1CN(C)C(=O)c1ccc2c(c1)OCO2
    10, 8, -4, -3, 5, 1, -6, -0.2
33. COc1cc2c(cc1OC)C(=O)Cc1ccc3c(c1CN(C)CC2)OCO3
    3, -1, 2, 2, -5, -2, -8, nt
34. O=C(C[C@@H]1C[C@@H]2c3cc(NC(=O)Nc4ccccc4)ccc3O[C@@H]2[C@@H](CO)O1)NCc1cccnc1
    10, nt, 7, nt, -9, nt, 3, 2.3
35. CCOc1ccc(CN2CCNC(=O)C2CC(=O)NCCc2cnccn2)cc1 (centres undefined)
    -7, -3, -4, 3, -1, -2, -17, nt
36. N#Cc1cccc(-c2ccc([C@@H]3[C@H](CO)N4CCCCN(C(=O)Nc5ccccc5)C[C@@H]34)cc2)c1
    nt, -13, -1, 2, 6, 1, 10, 0.4
37. CCOC(=O)/C(=C\Nc1ccc(OC(F)(F)F)cc1)Sc1ncc(C(F)(F)F)cc1Cl
    -5, nt, 11, nt, 1, nt, -4, nt
38. C[C@H](CO)N1C[C@H](C)[C@H](CN(C)Cc2ccc(Oc3ccccc3)cc2)Oc2ccc(NC(=O)NC3CCCCC3)cc2C1=O
    -5, -2, 1, 4, -1, 2, nt, 0.4
39. C[C@H]1CN([C@@H](C)CO)C(=O)c2cccc(NS(=O)(=O)c3cn(C)cn3)c2O[C@H]1CN(C)Cc1ccncc1
    0, -7, 9, -2, -2, 7, 3, -2.1
40. COC(=O)C[C@H]1C[C@@H]2c3cc(NC(=O)CC4CC4)ccc3O[C@@H]2[C@H](CO)O1
    0, -12, 1, -2, 3, 8, 1, 0.2
41. COc1ccc(NS(=O)(=O)c2cc(NS(=O)(=O)c3cccs3)ccc2C)cc1
    0, -34, -4, 4, -2, 0, 0, -0.7
42. CC(C)CCNC(=O)c1onc(CSc2ccccn2)c1C(=O)NCCC(C)C
    2, nt, -1, nt, -3, nt, -4, 0.2
43. CCOc1ccc(OCC)c(S(=O)(=O)N2CCCCC2)c1
    1, nt, 5, nt, -18, nt, -4, nt
44. Oc1cccc(NC(=S)Nc2cccnc2)c1
    8, nt, 2, nt, 6, nt, nt, -0.7
45. CCCSc1nc2cc(OC)c(OC)cc2c(=N)n1CCCN1CCOCC1
    nt, 30, nt, 0, nt, 1, 11, 4.7
46. C=CCOc1c(Br)cc(CNc2ccc(NC(=O)C(C)C)c(OC)c2)cc1OCC
    nt, -1, nt, 5, nt, -2, 3, 2.2
47. COCC(=O)N1CC(=O)N2[C@H](CO)[C@@H](c3ccc(-c4cccnc4)cc3)[C@@H]2C1
    nt, 5, nt, 1, nt, 7, nt, 0.3
48. COc1ccc(NC(=O)CC2C(=O)N(c3cccc(C)c3)C(=O)N2C2CCCCC2)cc1 (centres undefined)
    18, nt, 3, nt, 0, nt, -5, nt
49. COc1ccc(-c2cn(-c3ccc(C)cc3C)c(=S)[nH]2)cc1OC
    7, 8, nt, -2, nt, 4, 1, nt
50. CS(=O)(=O)Nc1ccc(S(=O)(=O)NC2CCCCC2)cc1
    -4, -5, nt, -2, nt, -2, -2, nt
51. C=CCn1c(=O)c(C(=O)Nc2cccnc2)c(O)c2ccccc21
    -1, nt, 5, nt, -3, nt, -3, nt
52. CCC(=O)N1CC(=O)N2[C@@H](CO)[C@@H](c3ccc(C#Cc4cccc(F)c4)cc3)[C@@H]2C1
    nt, -15, nt, 0, nt, 2, nt, -0.6
53. CN(CC(=O)Nc1ccccc1Cl)C(=O)COC(=O)/C=C/c1ccccc1
    nt, -5, 6, -2, 13, 1, 5, nt

Another view of part of the listing above:
52) CCC(=O)N1CC(=O)N2[C@@H](CO)[C@@H](c3ccc(C#Cc4cccc(F)c4)cc3)[C@@H]2C1
  esBAF inh: nt
  RAD52 inh: -15
  PglD DTNB: nt
  CASP6 VEID inh: 0
  RAD54 inh: nt
  ERp5 inh: 2
  ARNT-TACC3 inh: nt
  E-selectin induc: -0.6
53) CN(CC(=O)Nc1ccccc1Cl)C(=O)COC(=O)/C=C/c1ccccc1
  esBAF inh: nt
  RAD52 inh: -5
  PglD DTNB: 6
  CASP6 VEID inh: -2
  RAD54 inh: 13
  ERp5 inh: 1
  ARNT-TACC3 inh: 5
  E-selectin induc: nt
